TDP1 cell noCPT: qHTS for Inhibitors of human tyrosyl-DNA phosphodiesterase 1 (TDP1): qHTS in cells in absence of CPT | DT40 Tdp1-/- hTDP1 cells, no CPT, ATP luminescence, 48 h | Potency, µM (top dose mostly 46.2 µM), without a hit: at the top dose activity change, negative = growth inhibition, most hits filed as inhibitors | AID 686978, 2013 | 420,000 tested, 15% active; also: nearly all actives have a fitted effect of over 55% in size
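Growth kinetics read by CellTiter-Glo luminescence after ≥48 hr at 37 °C. Cells: DT40 Tdp1-/- stably carrying human TDP1, 400 per well, compound exposure in the absence of CPT (DMSO vehicle).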
KAT2A inh: inhibitors of human GCN5L2 histone acetyltransferase. Q92830. GCN5L2 HAT assay, ThioGlo1 CoA-SH fluorescence. Potency, µM (titrated, usually from 58.9 µM), for inactives: at the top dose activity change, negative = inhibition, most hits filed as inhibitors. 390,000 tested, 0.21% active. AID 504327
Target sequence (Q92830 whole entry, looked up): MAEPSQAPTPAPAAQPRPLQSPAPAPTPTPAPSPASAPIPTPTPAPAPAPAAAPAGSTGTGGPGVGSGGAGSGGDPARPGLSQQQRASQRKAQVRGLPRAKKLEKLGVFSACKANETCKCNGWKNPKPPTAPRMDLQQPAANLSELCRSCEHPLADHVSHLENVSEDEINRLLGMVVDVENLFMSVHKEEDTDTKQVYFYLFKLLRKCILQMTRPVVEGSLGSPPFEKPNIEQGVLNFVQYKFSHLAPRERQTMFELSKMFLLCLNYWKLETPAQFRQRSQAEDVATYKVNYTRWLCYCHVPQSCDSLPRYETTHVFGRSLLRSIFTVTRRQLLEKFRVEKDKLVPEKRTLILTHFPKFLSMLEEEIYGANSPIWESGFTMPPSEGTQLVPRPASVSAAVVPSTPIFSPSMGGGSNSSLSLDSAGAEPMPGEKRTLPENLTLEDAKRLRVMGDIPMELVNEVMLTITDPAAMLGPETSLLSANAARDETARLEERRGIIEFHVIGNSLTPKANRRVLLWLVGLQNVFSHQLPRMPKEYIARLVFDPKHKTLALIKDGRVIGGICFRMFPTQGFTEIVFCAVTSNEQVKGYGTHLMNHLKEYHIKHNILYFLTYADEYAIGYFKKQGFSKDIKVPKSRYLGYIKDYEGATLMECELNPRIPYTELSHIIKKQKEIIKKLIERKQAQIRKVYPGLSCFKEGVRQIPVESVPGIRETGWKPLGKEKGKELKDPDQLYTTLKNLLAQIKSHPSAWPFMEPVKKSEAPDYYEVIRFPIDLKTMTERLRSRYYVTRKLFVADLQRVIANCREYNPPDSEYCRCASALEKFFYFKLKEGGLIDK
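Free CoA generated was detected with ThioGlo1 (50uM) fluorescence at Ex340nm/Em540nm, read immediately and after 20 min at room temperature. Enzyme, 20 nM in HEPES pH 7.5 buffer, saw compounds 15 min before adding 75uM H3(1-25) peptide and 70uM acetyl-CoA.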
DT40 TDP1 CPT: growth inhibition of DT40 Tdp1-/-;hTDP1 cells with camptothecin (screen for TDP1 inhibitors); chicken DT40 Tdp1-/-;hTDP1 cells + 20 nM CPT, ATP luminescence, 48 h; Potency, µM (doses to about 46.2 µM), for the others: top-dose activity change, negative = growth inhibition, hits mostly inhibitors; 420,000 tested, 12% active; AID 686979; also: nearly all actives have a fitted effect of over 55% in size
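Chicken DT40 Tdp1-/- cells complemented with human TDP1, 400 cells/well, exposed to compounds plus 20 nM camptothecin for at least 48 h at 37 C; viability read as ATP content by CellTiter-Glo luminescence.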
Numbers without * were called inactive; ? = inconclusive; . = not tested or not shown; [ ] = remark or other dose. Calls follow the shape of the dose curve; as a rule, active = well fitted curve in the direction sought with a large enough effect; inconclusive = small, poorly fitted or top-dose-only effect, or another doubt; inactive = no such curve, though single readings can be large; an effect the other way counts as inactive or inconclusive. % is scaled to controls: 0 for no effect and ±100 for the full control effect; potency is read from the fitted curve at half-maximal effect. Compounds were not picked by outcome, and some 18% of all compounds hit somewhere here.

Structure | TDP1 cell noCPT | KAT2A inh | DT40 TDP1 CPT
CCC(C)NCCOCCOc1cc(C)c(Cl)c(C)c1 (stereo not given) | 14.6µM* | -2.0% | 25.9µM*
COc1ccccc1NC(=O)C1=C(C)Nc2nc(SCc3ccc(Cl)cc3)nn2C1c1ccccc1Cl (stereo not given) | ? | -8.2% | ?
CC(=O)N1CCN(S(=O)(=O)c2cccc(C(=O)Nc3ccccc3N3CCCCC3)c2)CC1 | ? | 16.2% | ?
CC1Cc2ccccc2N1C(=O)NC1CC(=O)N(c2ccc3c(c2)OCCO3)C1 (stereo not given) | -13.6% | -7.9% | 3.5%
Cc1cc(C)nc(SCC(=O)O)n1 | -11.1% | -5.3% | -15.5%
Cc1ccccc1OCc1nnc(SCc2nc3ccccc3c(=O)[nH]2)n1C | -2.1% | -1.1% | 5.4%
O=C(COc1ccc(C(=O)c2ccccc2)cc1)Nc1cccnc1 | 2.91µM* | -6.7% | 5.17µM*
CCOC(=O)c1c(S(=O)(=O)N2CCCC(C(=O)Nc3cc(C)ccc3OC)C2)c(C)n(C)c1C (stereo not given) | ? | -4.5% | ?
CCC(=O)Nc1cc(C(=O)OCc2ccc(C(=O)Oc3ccccc3)cc2)ccc1C | ? | -2.5% | -25.4%
Cc1ccc(C(=O)NCCOC23CC4CC(CC(C4)C2)C3)cc1 | -21.0% | -3.4% | -27.1%
Cc1ccccc1S(=O)c1ccccc1C(=O)O (stereo not given) | -6.0% | ? | -17.6%
CCOc1ccccc1C(=O)N[C@H](C(=O)Nc1nc2c(s1)CCCC2)C(C)C | 18.4µM* | -7.6% | 16.4µM*
CN(Cc1ccccc1F)C(=O)CCNC(=O)c1ccc(C(C)(C)C)cc1 | ? | 0.2% | ?
Cn1nc(C(=O)Nc2ccc(Cl)cc2)cc1C(=O)Nc1ccc(Cl)cc1 | 0.3% | -1.2% | 3.9%
CCOC(=O)C1=NN(c2cccc(C)c2)C2(S1)SC(C(C)=O)=C(C)N2c1ccccc1 (stereo not given) | 22.6% | 2.7%[0.501 µM] | 0.8%
COC(=O)c1c(NC(C)=O)csc1C | 8.1% | -5.1% | 10.5%
CCOC(=O)c1oc2cccc(O)c2c1CN(Cc1ccccc1)C(C)=O | ? | -17.8% | ?
Cc1oc(-c2ccc(Cl)cc2)nc1CS(=O)CC(=O)NCc1ccco1 (stereo not given) | -22.4% | -7.4% | 18.1%
COc1cccc(-c2cnc3c(NC(C)=O)cc(-c4ccc(C(=O)N5CCOCC5)cc4)cn23)c1 | 18.4µM* | . | 20.6µM*
O=C(CN(C(=O)CSc1nc2ccccc2o1)c1cccc(F)c1)NC1CCCCC1 | ? | 1.0% | -19.6%
CCOC(=O)C1CCCN(CCC(=O)Nc2cccc(F)c2)C1 (stereo not given) | -5.5% | -5.6% | -1.9%
COc1cc2cc3c(N)c(C(=O)Nc4sc(C)c(C)c4C#N)sc3nc2cc1OC | -22.7% | -21.3% | -23.8%
CCC1Oc2ccccc2N(Cc2ccccc2C)C1=O (stereo not given) | -9.6% | -1.2% | -16.3%
O=C(NCCOc1ccccc1)C1CCC(=O)N(Cc2ccc(Cl)cc2)C1 (stereo not given) | -3.6% | -2.0% | -9.7%
O=C(NC(=S)Nc1ccccc1N1CCCC1)c1ccc(F)cc1 | ? | 24.1% | ?
OCCC1CN(CCCc2ccccc2)CCN1Cc1ccccc1 (stereo not given) | -14.7% | 1.7% | -22.1%
O=C(NCCN1CCC(n2c(=O)[nH]c3ccccc32)CC1)c1cccc(Cl)c1 | ? | . | 16.4µM*
Cc1cccc(NC(=O)N2CCN(C)c3ncccc32)c1C | -13.9% | 0.5% | -12.9%
CC(=O)c1ccc(OCCCC(=O)Nc2cccc(S(=O)(=O)N3CCCCCC3)c2)cc1 | ? | -5.8% | ?
CCCCc1ccc(NC(=S)N2CCN(C(=O)OCC)CC2)cc1 | -17.8% | 1.3% | 10.5%
COc1ccc(NS(=O)(=O)c2ccc(C(=O)OC(C)C(=O)N3CCOCC3)cc2)cc1 (stereo not given) | -9.7% | -1.2% | -5.6%
Cc1ccc(Cn2nnc3c(=O)[nH]c(C4CCN(S(=O)(=O)c5ccc(C)cc5)CC4)nc32)cc1 | ? | -13.6% | -5.7%
CCC(=O)c1cn(CC(=O)Nc2cccc(C)c2C)c2ccccc12 | -7.1% | 1.3% | 3.2%
COc1ccc(S(=O)(=O)CCC(=O)N2CCN(c3ccc([N+](=O)[O-])cc3)CC2)cc1 | 3.66µM* | -5.0% | 10.3µM*
O=C(NC(=S)N1CCCc2ccccc21)c1ccc([N+](=O)[O-])cc1 | ? | -1.7% | -29.0%
Cc1ccc(-n2ncc(C(=O)NCc3cccs3)c2C2CCN(C(=O)OC(C)(C)C)CC2)cc1C | 16.4µM* | -1.0% | 16.4µM*
C/C(=N\NC(=O)c1ccccc1O)c1c(O)cc(C)oc1=O | ? | -12.2% | ?
O=C(NNc1nc2ccc(Cl)cc2s1)c1cc(-c2cccs2)nc2ccccc12 | 5.17µM* | -5.1% | 2.59µM*
CCc1ccc(NC(=O)N2CC=C(c3c[nH]c4ccccc34)CC2)cc1 | 5.17µM* | -6.3% | 5.8µM*
O=C(NC(Cc1c[nH]c2ccccc12)c1nnc2n1CCCCC2)c1ccccc1 (stereo not given) | -3.3% | -7.3% | -17.7%
Cc1ccc(C)c(N2N=C(C(=O)Nc3cccc(S(=O)(=O)N4CCCCC4)c3)CCC2=O)c1 | ? | -10.0% | ?
COC(=O)C1=C(N)OC2=C(C(=O)CC(C)(C)C2)C1c1cccs1 (stereo not given) | -7.0% | 0.9% | -10.7%
Cc1cc(C)cc(COn2ccnc2)c1 | ? | . | 8.0%
Cc1cc(=O)[nH]c(SCC(=O)N2CCN(C(=O)c3ccco3)CC2)n1 | -2.1% | 0.3% | 12.8%
COc1ccc(NC(=S)Nc2cccc(C(F)(F)F)c2)c(C)c1 | -13.2% | -5.2% | -27.7%
O=C(c1ccc(Cl)nc1)N1CCN(S(=O)(=O)c2ccc3c(c2)OCCO3)CC1 | ? | -0.3% | -29.3%
Cc1ccc(-c2nc3ccccc3[nH]2)s1 | 16.4µM* | -5.4% | 9.2µM*
COc1ccc(C(=O)Nc2ccccc2SCc2cc(=O)n3nc(C)sc3n2)cc1OC | -15.1% | -6.4% | -6.8%

Three compounds out of the list, arranged by count of non-hydrogen atoms, ascending.
Structure | TDP1 cell noCPT | KAT2A inh | DT40 TDP1 CPT
C/C(=N\NC(=O)c1ccccc1O)c1c(O)cc(C)oc1=O | ? | -12.2% | ?
Cc1cc(=O)[nH]c(SCC(=O)N2CCN(C(=O)c3ccco3)CC2)n1 | -2.1% | 0.3% | 12.8%
O=C(NC(Cc1c[nH]c2ccccc12)c1nnc2n1CCCCC2)c1ccccc1 (stereo not given) | -3.3% | -7.3% | -17.7%

(next part)
Structure | TDP1 cell noCPT | KAT2A inh | DT40 TDP1 CPT
COc1cccc(NC(=O)c2sc3nc(C)c(C(=O)Nc4ccc(Cl)cc4)c(-c4ccc(Br)cc4)c3c2N)c1 | 7.31µM* | ? | ?
O=C(NCc1ccc(C(F)(F)F)cc1)C12CN(Cc3ccccc3)CC1C(c1cccc([N+](=O)[O-])c1)=NO2 (stereo not given) | 16.4µM* | 1.9% | -102.8%
O=C(NC1CCCCC1)C1c2ccccc2OCC(=O)N1Cc1ccccc1 (stereo not given) | ? | . | -10.9%
CC(NC(=O)c1ccc(CS(C)(=O)=O)cc1)c1ccc(-c2ccccc2)cc1 (stereo not given) | -23.6% | -4.6% | -0.8%
Cc1ccc(S(=O)(=O)N2CCCCC2)cc1NC(=O)COC(=O)C1=COCCO1 | -6.7% | -1.0% | -3.7%
O=C1CN=C(Nc2ccccc2)N1Cc1cccs1 | 0.0% | -1.3% | 0.9%
Cc1nn(C2CCS(=O)(=O)C2)c(Cl)c1/C=C/C(=O)OCC(=O)Nc1ccccc1[N+](=O)[O-] (stereo not given) | ? | -5.8% | ?
COc1cccc(OC)c1C(=O)N1CCN(C(=O)c2ccc(-c3ccccc3)cc2)CC1 | -16.7% | 2.8% | ?
CC(=O)c1ccccc1NC(=O)COC(=O)CCCN1C(=O)c2cccc3cccc(c23)C1=O | ? | 0.2% | 3.5%
CC1(C)Cc2c(sc3c2c(=N)n(Cc2ccco2)c(=O)n3Cc2ccccc2)CO1 | ? | -23.6% | 18.4µM*
NC(=O)C1CCCN1Cc1ccc2c(c1)OCO2 (stereo not given) | -4.8% | . | 8.4%
CCSc1nnc(SCC(=O)NNC(=O)c2ccccc2F)s1 | -3.1% | -22.2% | -10.2%
C/C(=C\COc1cc(=O)[nH]c2ccccc12)CCC(O)C(C)(C)O (stereo not given) | ? | -3.4% | ?
COc1cc(CNc2nc3ccccc3n2C)cc(OC)c1OC | -1.1% | -2.0% | -10.1%
O=C(CSc1nc2ccccc2n1S(=O)(=O)c1ccccc1)N1CCCCC1 | -4.2% | -14.6% | -14.9%
Cc1cccc(NS(=O)(=O)c2ccc(Oc3ccccc3)cc2)n1 | ? | -20.1% | -17.9%
OC(c1ccccc1)(c1ccccc1)C1CCN(CCCOc2ccccc2)CC1 | 16.4µM* | . | ?
CC(C)(C)c1ccc(S(=O)(=O)NC(=O)C2(C)CCN2C(=O)C2(c3ccc(Cl)cc3)CC2)cc1 (stereo not given) | -26.1% | . | ?
O=C(NC(Cc1ccc(O)cc1)C(=O)O)c1ccco1 (stereo not given) | 0.9% | -2.9% | 1.2%
CCN(CC)S(=O)(=O)c1ccc(CNC(=O)CN2C(=O)NC3(CCc4ccccc43)C2=O)cc1 (stereo not given) | ? | 2.2% | ?
O=C(O)c1cccc(Br)c1 | 5.1% | . | 4.1%
CC(O)/C=C/c1ccc2ccccc2n1 (stereo not given) | ? | -1.4% | 12.6µM*
COCCCn1c(=N)c(C(=O)NCc2cccnc2)cc2c(=O)n3cc(C)ccc3nc21 | 2.9% | 0.3% | 1.4%
COc1ccc(/C(C)=N/NC(=S)NCCc2ccccc2)c(O)c1 | 0.581µM* | -16.6% | 0.651µM*
O=S(=O)(NCc1ccc(Cl)cc1Cl)c1cccs1 | ? | -8.0% | ?
CN1CCN(C(=O)CN(Cc2ccc(Cl)cc2)S(C)(=O)=O)CC1 | -25.2% | -3.0% | -27.5%
O=C(O)c1ccc(NS(=O)(=O)c2cccc(C(=O)Nc3ccccc3[N+](=O)[O-])c2)cc1 | -0.3% | 0.5% | 2.3%
COc1ccc(NC(=O)c2c(N)no[n+]2[O-])c(OC)c1 | -0.5% | -7.0% | 9.9%
COc1cc(CNC(=O)C2CCCN2S(=O)(=O)c2ccccc2)cc(OC)c1OC (stereo not given) | -8.3% | 3.4% | -3.3%
Clc1ccc(OCCOCCN2CCCCC2)c(Br)c1 | 3.2% | ? | -3.5%
Cc1ccc(S(=O)(=O)c2nc(-c3ccccc3)oc2N2CCN(c3ccccc3)CC2)cc1 | 20.6µM* | 1.5% | 16.4µM*
CCOc1ccc2nc(NC(=O)c3cc(=O)c4cc(C)cc(C)c4o3)sc2c1 | -2.8% | 2.0% | 4.3%
CCCCCCN(C(=O)CCCN1C(=O)NC(c2ccc(-c3ccccc3)cc2)C(C(=O)OCc2ccccc2)=C1C)C(C)C(=O)NCCCC (stereo not given) | 16.4µM* | -13.1% | ?
Cc1cc(C)cc(-n2c(SCC(=O)Nc3ccccc3)nc3c(oc4ccccc43)c2=O)c1 | ? | -3.5% | 14.6µM*
COC(=O)C(C)Oc1ccc(-c2nccc(-c3cccs3)n2)cc1 (stereo not given) | ? | -6.3% | 31.8%[activator]
CCC(CC)COC(=O)C(C#N)c1nc2ccccc2nc1N1CCN(CC)CC1 (stereo not given) | ? | -1.1% | 20.6µM*
Cc1nn(-c2ccccc2)c2sc(C(=O)O)cc12 | -5.3% | -7.8% | -19.0%
COc1ccc(N(Cc2ccccc2)C(=O)c2nc(SC)ncc2Cl)cc1 | 5.17µM* | -10.7% | 10.3µM*
CN(c1ccc(C(=O)Nc2nccs2)cc1)S(=O)(=O)c1ccccc1 | -20.7% | -7.1% | -20.8%
CCOC(=O)CNC(=O)c1cccnc1Oc1ccc(Cl)cc1 | 8.7% | -4.5% | 6.8%
